NALP1 inh: NALP1 inflammasome inhibitors in reconstituted yeast, colorimetric, S. cerevisiae, triplicate retest. inhibition, % at 10 µM. S. cerevisiae NALP1/ASC/caspase-1 growth, X-gal OD620, 72 h. hit rate 0.61% among 280,000; in the data active = inhibition mostly above about 24%, no sharp cut-off; inactive = mostly below about 32%; note: some compounds called inactive have numbers as strong as hits
GPR7 antag: GPR7 receptor antagonists, primary screen, cell-based, fluorescence, single concentration | AID 1861, 2009 | GPR7-expressing cells, fluorescence antagonist assay | inhibition, % at 4.4 µM | hit rate 1.1% among 290,000 | Neuropeptides B/W receptor type 1 (Homo sapiens), P48145; in the data active = inhibition above about 16%, passing the limit was not always enough;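 note: cells stimulated with the agonist NPW; 0% = agonist with vehicle and 100% = vehicle without agonist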
Target sequence (P48145 whole entry, looked up): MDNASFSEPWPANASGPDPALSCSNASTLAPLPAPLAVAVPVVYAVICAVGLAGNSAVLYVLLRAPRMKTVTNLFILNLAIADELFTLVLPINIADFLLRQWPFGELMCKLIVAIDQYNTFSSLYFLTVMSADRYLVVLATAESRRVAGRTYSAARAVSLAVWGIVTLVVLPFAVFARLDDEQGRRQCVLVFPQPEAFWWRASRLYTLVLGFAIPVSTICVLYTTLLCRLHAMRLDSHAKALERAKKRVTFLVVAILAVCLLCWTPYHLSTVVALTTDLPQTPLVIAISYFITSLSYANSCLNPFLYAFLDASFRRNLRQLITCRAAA
OXTR ag: human OXTR agonists, primary screen, fluorescence, CHO-OTR cells, Fluo-8 calcium; activation, % at 3 µM; Oxytocin receptor (Homo sapiens), P30559; Fluo-8 calcium fluorescence; normalized: DMSO 0%, oxytocin 100%; hit rate 0.32% among 320,000;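 active = activation above the mean of all tested compounds plus 3 SD, cutoff set per screening run, cut at about 20% in these data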;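 note: peak over basal fluorescence ratio from a 100 s FLIPR kinetic read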
MEKK2wt PB1 HTS: modulators of MEK5 binding to wildtype MEKK2, primary screen, biochemical, multiplex bead flow cytometry, Alexa488-MEK5; Alexa488-MEK5 binding to MEKK2 WT; actives lie on both sides; binding response (% of control), % at 10 µM; hit rate 1.1% among 290,000; AID 1531, 2009; in the data active = binding response below about 67% or above about 130%
OXTR potentiate: human OXTR potentiators, primary screen, fluorescence, CHO-OTR cells, Fluo-8 calcium. Oxytocin receptor (Homo sapiens), P30559. Fluo-8 calcium fluorescence, potentiator mode; 0% = oxytocin EC15, 100% = EC100. activation, % at 3 µM. hit rate 0.061% among 320,000. AID 2445, 2010;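 active = activation above that plate's cutoff, the mean activation of tested compounds plus 3 SD, cut at about 6.6% in these data, passing the limit was not always enough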;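 note: 100% uses oxytocin at 75 nM as the full agonist control; some results filed as inactive read as strong as hits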
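Material: CHO-OTR cells, human receptor; compound dosing: single dose, 3.0 µM nominal final compound concentration; schedule: 6 min compound pre-incubation at room temperature, 100 s kinetic read; measured by: kinetic Fluo-8 calcium fluorescence; read-out basis: % activation vs EC15 and EC100 oxytocin; controls: EC15 oxytocin alone as 0%, 75 nM oxytocin as 100%; replicates: singlicate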
GalR3 antagonist: GalR3 antagonists in HEK293 cells, primary screen, cell-based, fluorescence readout; Galanin receptor type 3 (Homo sapiens), O60755; HEK293 GalR3-CNG cAMP membrane potential fluorescence; galR3 body fused to GalR1 C-terminus; inhibition, % at 3 µM; hit rate 0.44% among 360,000;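 active = inhibition above the screen-wide average plus 3 SD, cut at about 13% in these data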;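 note: forskolin and galanin both at EC90 stimulate the cells; cAMP rise reported by CNG channel membrane potential dye signal; 0% = forskolin plus galanin with DMSO and 100% = forskolin alone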
V1R ag counter: agonists of human V1a receptor, primary screen, counter-screen for OXTR agonist project, fluorescence, CHO-V1R cells; Vasopressin V1a receptor (Homo sapiens), P37288; Fluo-8 calcium fluorescence, agonist mode; 0% DMSO, 100% 3 nM vasopressin; activation, % at 3 µM; hit rate 0.25% among 320,000;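 active = activation above the mean activation of all tested compounds plus 3 SD, per screening run, cut at about 20% in these data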;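 note: signal is peak over basal fluorescence ratio across a 100 second FLIPR read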
Target sequence (P37288 whole entry, looked up): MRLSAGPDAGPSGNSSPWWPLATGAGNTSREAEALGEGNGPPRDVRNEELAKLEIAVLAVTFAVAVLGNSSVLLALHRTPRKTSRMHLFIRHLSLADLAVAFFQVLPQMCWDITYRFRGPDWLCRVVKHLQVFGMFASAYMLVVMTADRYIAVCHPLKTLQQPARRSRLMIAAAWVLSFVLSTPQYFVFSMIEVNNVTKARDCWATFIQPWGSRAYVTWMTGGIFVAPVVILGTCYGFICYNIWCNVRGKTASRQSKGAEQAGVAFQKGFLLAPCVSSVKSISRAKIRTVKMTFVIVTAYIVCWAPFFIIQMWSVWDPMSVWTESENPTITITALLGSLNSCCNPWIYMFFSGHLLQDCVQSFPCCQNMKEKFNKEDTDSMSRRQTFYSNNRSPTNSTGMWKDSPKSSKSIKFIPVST
MEKK2 mut-MEK5: MEK5 binding signal on mutant MEKK2 PB1, primary screen, biochemical, multiplex bead flow cytometry, Alexa488-MEK5. hit rate 0.35% among 290,000. Alexa488-MEK5 binding to MEKK2 mutant. percent response, % at 10 µM; in the data active = percent response above about 24%, passing the limit was not always enough; note: inactives centre near 1; some results filed as inactive read as strong as hits
M18AAP inhibitor: PfM18AAP inhibitors, malaria aminopeptidase, primary screen, biochemical, QFRET, recombinant enzyme; inhibition, % at 7.35 µM; AID 1822, 2009; H-Glu-NHMec fluorogenic cleavage; hit rate 1.2% among 290,000;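 active = inhibition above the campaign mean inhibition over all tested compounds plus 3 SD, cut at about 28% in these data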;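 note: 0% = plate median of test compound wells and 100% = 2 mM ZnCl2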
The depositor's hits bear a star; · = no result given.

molecule,MEKK2wt PB1 HTS,OXTR ag,V1R ag counter,GalR3 antagonist,M18AAP inhibitor,OXTR potentiate,NALP1 inh,GPR7 antag,MEKK2 mut-MEK5
COc1ccc(CN/C(C)=C(/C#N)C(N)=O)cc1OC,98,4.1,1.1,-4,-3,1,-5,-6,0
Cc1cccnc1NC(=O)Nc1cccc2ccccc12,107,-1.9,-0.6,-4,-28,-6,1,-1,7
CCN(CC(=O)Nc1ccc(NC(C)=O)cc1)C(=O)CCCN1C(=O)c2ccccc2C1=O,·,-1.2,-0.5,2,·,-6,·,·,·
COC(=O)c1ccccc1S(=O)(=O)N1CCC(C(=O)N(C)CCOc2ccccc2)CC1,·,-0.7,0.0,-2,·,5,·,·,·
CN1/C(=C/C=N/NC(=O)c2ccc([N+](=O)[O-])cc2)C(C)(C)c2ccccc21,108,2.6,2.6,-3,6,-4,10,-6,-1
C#CCOCCOCCOCCNc1nc(N2CCN(C(=O)C([C@@H](C)O)n3cc([C@@H](N)CCCCN)nn3)CC2)nc(N2CCN(C(=O)[C@H](CCC(=O)O)n3cc([C@@H](N)[C@H](C)CC)nn3)CC2)n1 (stereo partly drawn),·,0.7,0.5,-7,·,-4,·,·,·
Oc1ccc(Br)cc1-c1ccn[nH]1,97,-0.4,0.0,-6,-3,-7,39,5,3
S=C(NC1CCCC1)NC1CC1,96,0.4,0.0,-5,-2,0,30,3,-2
CC(C)(C)C(=O)NC1(C(F)(F)F)N=C2SCCN2C1=O (stereo not drawn),110,1.6,0.2,-5,-1,0,-7,-12,4
O=C(NCCNS(=O)(=O)c1ccccc1)c1cc(OCC(F)(F)F)ccc1OCC(F)(F)F,108,-1.6,2.3,3,-16,-15,4,-7,4
N=c1oc2ccccc2cc1C(=O)Nc1ccccc1,101,-0.3,1.1,-2,-3,-12,2,-5,11
COc1ccc(NC(=O)c2ccc(Oc3ncccn3)cc2)cc1,98,0.6,0.1,0,-2,-12,-20,3,-2
COc1ccc(NC(=O)CCCC(=O)c2ccccc2)cc1OC,106,1.6,0.2,-10,1,1,7,-4,6
O=C(NCCc1cccc(Cl)c1)c1ccc2c(c1)OCO2,103,-1.3,0.2,-5,6,-3,0,5,8
CCc1nn2c(=O)c(S(=O)(=O)Nc3ccc(Cl)cc3)c(C)nc2s1,104,5.2,4.1,-5,-4,-8,3,-7,1
CSCCC(NC(=O)c1cccc(S(=O)(=O)N2CCOCC2)c1)C(=O)Nc1cccc(C)c1 (stereo not drawn),94,-1.9,-1.1,-1,-10,-2,16,-4,-3
CC1CN(C(=O)c2ccc(C(=O)c3ccccc3)cc2)CC(C)O1 (stereo not drawn),94,0.6,0.6,-8,6,-4,5,-10,0
COc1cc(CNCc2ccccc2C(F)(F)F)cc(OC)c1,89,0.5,0.8,-3,11,-18,3,-7,-8
NC(=O)c1nsc(C(=O)N(c2cccc(F)c2)C(C(=O)NCC2CCCO2)c2ccc3ncccc3c2)c1N (stereo not drawn),100,-1.2,0.1,-1,8,-12,-9,-7,2
COCC(=O)OCc1cc2cccc(C)c2[nH]c1=O,91,0.3,0.2,-7,3,1,4,-10,-13
COc1ccc(S(=O)(=O)N2CCCCCC2)cc1C(=O)NCc1ccc(C)cc1,·,-1.5,1.9,-2,·,-4,·,·,·
Nc1c(C(=O)N2CCCC2)sc2nc3c(cc12)CCCCCC3,78,-1.6,-0.9,-3,0,-10,5,11,-10
CSc1ccc(Cl)c(C(=O)NCCCn2ccnc2)c1,103,-0.1,-0.5,-3,4,-3,9,-1,1
CC(C)C(=O)NCCc1nc2ccccc2n1CCCOc1ccc(Cl)cc1,103,1.1,4.9,0,-11,-8,30,-6,6
CCN(CC(=O)NC1CC1)S(=O)(=O)c1ccc(C)cc1,107,-1.4,0.9,-1,-3,1,-1,-6,7
Cc1ccc(C(C)C)cc1OCC(=O)NCCCn1ccnc1,·,0.0,0.5,-4,·,4,·,·,·
CCOc1cc(C(=O)NCc2ccc(F)cc2)ccc1OCC(=O)N1CCCCC1,·,0.6,0.5,-3,·,1,·,·,·
CCN(CC(=O)Nc1ccc(NC(C)=O)cc1)C(=O)C1CC(=O)N(CCc2ccc(OC)c(OC)c2)C1 (stereo not drawn),·,0.6,0.7,0,·,-4,·,·,·
CCC(CC)C(=O)Nc1c2c(nn1-c1ccc(F)cc1)CS(=O)(=O)C2,107,0.0,-1.4,-10,2,-2,-1,14,5
O=C(O)Cc1nc2nc3c(c(=O)n2[nH]1)CCCC3,93,0.4,-0.2,-4,-11,1,16,-6,-7
CCOC(=O)CSc1nc2cc(C(=O)N3CCCC3)ccc2c(=O)n1Cc1ccccc1,109,-1.6,0.3,-3,3,-16,-8,-11,3
CCOc1ccc(CN(C)C(=O)CCl)cc1,94,0.1,1.5,-2,-4,0,-13,-6,-4
S=C1NCCc2ccccc2C1c1ccccc1 (stereo not drawn),96,-1.0,0.9,-1,-1,-2,16,-7,1
CN(C)S(=O)(=O)c1ccc(Cl)c(NC(=O)CN2CCCC2)c1,104,0.4,-0.3,-9,0,-6,18,-12,7
NC(=O)CC(NC(=S)NCc1ccccc1)C(=O)O (stereo not drawn),95,0.6,1.2,-3,3,-1,18,20,-3
CC1CCCC(NC(=O)CSc2nncs2)C1C (stereo not drawn),·,0.8,1.0,-8,·,6,·,·,·
FC(F)(F)c1cccc(NC(=S)NNC(=S)NCc2ccccc2)c1,97,0.8,2.3,0,7,-9,-25,11,2
CCOC(=O)N1CCN(C(=O)COC(=O)CNC(=O)c2ccc(C)cc2)CC1,·,-1.3,0.0,-4,·,-3,·,·,·
O=C(CCc1nnc(CCCCc2ccccc2)o1)N1CCCC(O)C1 (stereo not drawn),104,-0.5,-0.4,-7,0,-3,-3,-3,0
CC(C)c1c(O)nc(SCCN(C)C)[nH]c1=O,102,1.6,1.6,-2,-7,5,11,-16,-2
CC(C)(C)NC(=S)NCc1ccc2c(c1)OCO2,100,-0.1,-0.1,-5,-1,0,21,5,-2
CC(=O)Nc1sc2c(c1C#N)CCN(Cc1ccccc1)C2,99,0.1,-0.2,·,1,-6,16,1,-2
CCOc1ccc(NC(=O)C2CCCN(S(=O)(=O)c3cccc4nsnc34)C2)cc1 (stereo not drawn),107,-1.3,0.5,-9,6,1,17,-8,3
COc1ccc(Nc2cccc(Cl)c2)c(C(=O)O)c1,100,0.0,0.5,0,2,2,10,-6,-1
CC(NC(=O)c1c(O)c2ccccc2n(C)c1=O)c1ccccc1 (stereo not drawn),99,-0.9,-0.3,-6,-5,-3,19,-11,1
CC(=O)Nc1nnc(-c2ccc(Cl)s2)o1,110,-0.1,0.5,1,-1,-2,23,-5,3
COc1ccc(/C=N/N2C(C)CCCC2C)cc1O (stereo not drawn),101,-0.1,0.8,-6,-6,0,30,-2,2
Cc1cccc(C)c1NC(=O)CSc1n[nH]c(=O)n1C1CC1,·,1.2,0.9,-8,·,-1,·,·,·
Cc1ccccc1C(=O)Nc1ccc(C(=O)O)cc1NC(=O)c1ccccc1C,106,-0.2,0.5,-12,-1,-12,-1,-5,8
CN1CCN(C(=O)c2cc(-c3cccc(Cl)c3)on2)CC1,·,1.7,1.8,-5,-4,-5,-26,15,·

Next part
molecule,MEKK2wt PB1 HTS,OXTR ag,V1R ag counter,GalR3 antagonist,M18AAP inhibitor,OXTR potentiate,NALP1 inh,GPR7 antag,MEKK2 mut-MEK5
Cc1cccc(NC(=O)CCN2C(=O)C3C4C=CC(C4)C3C2=O)c1 (stereo not drawn),106,1.7,0.3,-3,-5,-3,3,-5,8
COc1ccccc1-c1cnn2c(NC3CCCC3)cc(C)nc12,101,-2.0,-1.3,7,2,-10,20,-20,1
CCCCCCC(=O)Cc1cc(OC)c(OC)cc1C=C(C(=O)OCC)C(=O)OCC,98,·,·,·,-11,·,26,-2,-3
Clc1cccc(-c2nc(NCCN3CCOCC3)c3ccccc3n2)c1,124,4.7,3.5,-8,-2,-20,7,7,7
CN(CCOC(=O)C1c2ccccc2Oc2ccccc21)C(C)(C)C,103,1.1,-0.2,·,-6,-12,-2,0,2
Nc1ccc(Oc2ccc3c(c2)C(=O)N(CC2CCCO2)C3=O)cc1 (stereo not drawn),108,0.1,0.6,0,-2,-4,1,-11,10
COC(=O)n1c(=S)oc2cc(Cl)ccc21,114,0.1,0.5,·,5,0,-3,-12,8
CC(=O)Nc1ccc(NC(=O)CN(C)S(=O)(=O)c2ccc3ccccc3c2)cc1,99,1.5,2.6,0,-6,-11,6,-22,2

Profiles, quoted from the list.
Record of `Clc1cccc(-c2nc(NCCN3CCOCC3)c3ccccc3n2)c1` → MEKK2wt PB1 HTS = 124; OXTR ag = 4.7; V1R ag counter = 3.5; GalR3 antagonist = -8; M18AAP inhibitor = -2; OXTR potentiate = -20; NALP1 inh = 7; GPR7 antag = 7; MEKK2 mut-MEK5 = 7
Record of `COc1ccccc1-c1cnn2c(NC3CCCC3)cc(C)nc12` → MEKK2wt PB1 HTS = 101; OXTR ag = -2.0; V1R ag counter = -1.3; GalR3 antagonist = 7; M18AAP inhibitor = 2; OXTR potentiate = -10; NALP1 inh = 20; GPR7 antag = -20; MEKK2 mut-MEK5 = 1
